Compound activity from PubChem.
SKN-1 block = suppressors of acrylamide-induced Pgst-4::GFP reporter in worms, primary screen, SKN-1 inhibitor project, whole organism, uHTS, GFP/RFP fluorescence ratio, strain VP596 | C. elegans VP596 Pgst-4::GFP/RFP ratio, 24 h | 360,000 compounds, 0.49% hits | AID 624304, 2012 | inhibition, % at 21.8 µM;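 active means interference check ratio from 0.5 to 1.5 plus GFP to RFP signal ratio inhibition reaching or exceeding a fixed threshold, cut at about 30% in these data, passing the limit was not always enough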; further: some compounds called inactive have numbers as strong as hits
Scp-1 inhibitor = Scp-1 phosphatase inhibitors, primary screen, biochemical, colorimetric, uHTS. Carboxy-terminal domain RNA polymerase II polypeptide A small phosphatase 1 (Homo …. Recombinant Scp1, phosphopeptide, malachite green phosphate absorbance. inhibition, % at 20 µM. 340,000 compounds, 0.88% hits. AID 493091, 2011;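 active means inhibition above about 50% at 20 µM, limit read from the data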;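 further: plate controls were DMSO wells with enzyme for no effect and wells lacking enzyme for full effect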
Target sequence (Q9GZU7 76-261 limits assumed): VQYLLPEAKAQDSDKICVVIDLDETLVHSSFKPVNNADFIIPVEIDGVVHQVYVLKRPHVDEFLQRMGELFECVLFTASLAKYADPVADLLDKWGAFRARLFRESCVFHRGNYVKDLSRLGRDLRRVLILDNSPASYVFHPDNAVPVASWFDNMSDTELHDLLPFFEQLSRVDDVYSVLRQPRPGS
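Assay system: SCP-1 catalytic fragment, aa 76-261 | Buffer or medium: Tris acetate buffer pH 5.5 with MgCl2 and Tween-20 | Compound: One concentration, 20 µM, with 1.0% DMSO | Also added: Phospho 17-mer peptide substrate | Signal: Absorbance at 630 nm | Incubation: 45 min enzyme reaction at room temperature | Measure: % inhibition of SCP-1 phosphate liberation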
LMPTP block = LMPTP phosphatase inhibitors, primary screen, biochemical, fluorescence intensity, uHTS; inhibition, % at 20 µM; 360,000 compounds, 0.22% hits; Low molecular weight phosphotyrosine protein phosphatase (Homo sapiens), P24666; recombinant LMPTP-A, OMFP fluorogenic substrate;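 active means compounds that cut the enzyme signal by at least half of the control window in the single-dose screen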;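 further: plate controls were DMSO wells with enzyme plus substrate for no effect and substrate without enzyme for full effect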
Target sequence (P24666 whole entry, looked up): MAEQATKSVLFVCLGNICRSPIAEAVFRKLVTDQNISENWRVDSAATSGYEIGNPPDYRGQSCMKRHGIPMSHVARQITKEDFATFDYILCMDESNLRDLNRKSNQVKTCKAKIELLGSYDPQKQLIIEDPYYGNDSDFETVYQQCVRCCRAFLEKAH
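material = LMPTP-A | quantity = 0.625 nM enzyme | reagent = OMFP substrate, 400 µM final | buffer or medium = Bis-Tris pH 6.0, DTT, detergent | detection = endpoint fluorescence intensity from OMFP dephosphorylation | dosing = single 20 µM dose | read-out basis = % inhibition relative to no-enzyme and uninhibited control wells | control set = no-enzyme and uninhibited controls | timing = 50 min at room temperature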
CendR NRP1 mod = modulators of CendR peptide binding to NRP-1, primary screen, biochemical, fluorescence polarization, uHTS; Neuropilin-1 (Homo sapiens), O14786; FAM-RPARPAR peptide binding to NRP-1; inhibition, % at 25 µM; 360,000 compounds, 0.85% hits;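 active means inhibition or corrected inhibition above about 18%, plus a signal ratio from 0.5 to 1.5, limit read from the data, passing the limit was not always enough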; further: strong numbers were not always called active
STEP inh = STEP phosphatase inhibitors, primary screen, biochemical, fluorescence intensity, uHTS; recombinant STEP, OMFP fluorogenic substrate; inhibition, % at 20 µM; 360,000 compounds, 0.25% hits; AID 588621, 2011;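 active means inhibition at 20 µM, scaled per plate between control wells, above about 37%, limit read from the data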;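 further: 0% = DMSO with enzyme and substrate and 100% = substrate only without enzyme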
Target sequence (P54829 whole entry, looked up): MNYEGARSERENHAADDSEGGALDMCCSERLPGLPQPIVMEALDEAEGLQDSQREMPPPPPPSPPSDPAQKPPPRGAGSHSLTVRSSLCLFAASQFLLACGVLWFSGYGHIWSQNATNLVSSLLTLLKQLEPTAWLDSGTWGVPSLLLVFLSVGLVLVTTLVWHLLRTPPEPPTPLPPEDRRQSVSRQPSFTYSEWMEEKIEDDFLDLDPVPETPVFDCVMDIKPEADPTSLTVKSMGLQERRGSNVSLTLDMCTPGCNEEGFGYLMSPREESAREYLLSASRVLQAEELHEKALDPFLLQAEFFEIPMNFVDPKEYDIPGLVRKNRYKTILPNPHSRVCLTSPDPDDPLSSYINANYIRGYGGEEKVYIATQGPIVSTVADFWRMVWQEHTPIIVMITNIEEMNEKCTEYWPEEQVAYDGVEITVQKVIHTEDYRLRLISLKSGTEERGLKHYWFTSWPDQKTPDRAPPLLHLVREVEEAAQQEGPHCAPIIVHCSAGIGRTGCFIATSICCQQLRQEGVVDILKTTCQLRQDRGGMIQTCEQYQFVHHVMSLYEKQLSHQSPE
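Material: STEP (striatal-enriched tyrosine phosphatase) enzyme, cell-free; Compound dosing: 20 µM single dose in 1% DMSO; Technique: fluorescence read at 480 nm ex / 540 nm em; Times: reaction 20 min, ambient temperature; Medium: 50 mM Bis-Tris pH 6.0 with 2.5 mM DTT and 0.005% Tween 20; Also added: OMFP at 25 µM.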
Neddylation inh = inhibitors of cullin neddylation, primary screen, biochemical, TR-FRET, uHTS, NAE and Ubc12; NEDD8-conjugating enzyme Ubc12 (Homo sapiens) + NEDD8-activating enzyme E1 regulatory …; calls only at 25 µM; 360,000 compounds, 0.58% hits; AID 651699, 2012; in the data active means inhibition above about 36%
NadD block = inhibitors of S. aureus NadD, primary screen, biochemical, colorimetric, uHTS; inhibition, % at 20 µM; 360,000 compounds, 0.78% hits; purified NadD enzyme, colorimetric absorbance read-out; Nicotinate-nucleotide adenylyltransferase NadD (Staphylococcus aureus N315); in the data active means inhibition above about 26%; further: some compounds past the cut are filed as inactive
SUMO1-SIM PPI = modulators of SUMO1 protein-protein interactions, primary screen, biochemical, uHTS | Small ubiquitin-related modifier 1 (Homo sapiens), P63165 | SUMO1 binding to a labelled peptide, TR-FRET, 1 h | inhibition, % at 20 µM | 360,000 compounds, 0.33% hits | AID 602429, 2012; in the data active means inhibition above about 37%
Target sequence (P63165 whole entry, looked up): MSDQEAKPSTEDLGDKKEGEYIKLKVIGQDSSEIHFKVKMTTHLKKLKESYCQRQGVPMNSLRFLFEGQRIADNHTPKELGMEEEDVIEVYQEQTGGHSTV
Tb MetRS inh = T. brucei MetRS inhibitors, primary screen, biochemical, luminescence; purified T. brucei MetRS, ATP depletion, Kinase-Glo luminescence; 360,000 compounds, 0.4% hits; AID 624268, 2012; inhibition, % at 11.9 µM;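 active means inhibition above a per-plate cutoff of the control wells' mean inhibition plus 3 SD, cut at about 5.5% in these data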;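 further: 0% = DMSO wells median and 100% = median of wells with control inhibitor compound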
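Assay system: T. brucei methionyl-tRNA synthetase, purified | Medium: HEPES buffer with MgCl2, KCl, DTT, spermine, BSA, pyrophosphatase | Compound: 11.9 µM single point | Incubation: 15 min enzyme-compound preincubation, 2 h reaction, 10 min detection, 25 °C | Measured by: Kinase-Glo luciferase luminescence reporting remaining unconsumed ATP | Measure: % inhibition normalized to control-well medians | Replication: Singlicate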
DNMT1 inh = human DNMT1 methyltransferase inhibitors, primary screen, biochemical, molecular beacon, fluorescence, HinP1I cleavage, uHTS; DNA (cytosine-5)-methyltransferase 1 (Homo sapiens), P26358; 360,000 compounds, 0.83% hits; inhibition (reported as % activation of signal), % at 10 µM; AID 588458, 2011; in the data active means inhibition above about 50%
Numbers without * were called inactive.

How did CCc1ccc(C(c2c(C)nn(-c3ccccc3)c2N)c2c(C)nn(-c3ccccc3)c2N)cc1 do in these assays?
SKN-1 block: 11.4; Scp-1 inhibitor: -27.1; LMPTP block: 1.0; CendR NRP1 mod: -1.5; STEP inh: 2.1; Neddylation inh: inactive; NadD block: 5.0; SUMO1-SIM PPI: -0.5; Tb MetRS inh: 0.4; DNMT1 inh: -9.8

What do the screens show for `COc1ccccc1C1=NOC(C)(c2sc(-c3ccccc3)nc2C)C1` (stereo unspecified)?
SKN-1 block: 0.5; Scp-1 inhibitor: -5.6; LMPTP block: 2.2; CendR NRP1 mod: -0.9; STEP inh: 0.6; Neddylation inh: inactive; NadD block: 0.0; SUMO1-SIM PPI: -0.4; Tb MetRS inh: 0.9; DNMT1 inh: -5.5

What do the screens show for `O=C(O)CC(NC(=O)C12CC3CC(CC(C3)C1)C2)c1ccc(OC2CCCC2)cc1` (stereo unspecified)?
SKN-1 block: 13.1; Scp-1 inhibitor: -3.1; LMPTP block: 0.4; CendR NRP1 mod: -0.5; STEP inh: -0.2; Neddylation inh: inactive; NadD block: 1.0; SUMO1-SIM PPI: 1.3; Tb MetRS inh: -1.2; DNMT1 inh: -1.1

What do the screens show for `N#C/C(=C\c1c(N2CCCCCC2)nc2ccccn2c1=O)C(N)=O`?
SKN-1 block: 6.1; Scp-1 inhibitor: -9.1; LMPTP block: -0.3; CendR NRP1 mod: 13.8; STEP inh: -3.3; Neddylation inh: inactive; NadD block: -2.5; SUMO1-SIM PPI: -27.5; Tb MetRS inh: -0.3; DNMT1 inh: -3.6

Results for O=[N+]([O-])c1ccc(CN2CCN(c3ncccn3)CC2)cc1 ?
SKN-1 block: -8.7; Scp-1 inhibitor: 1.2; LMPTP block: -0.3; CendR NRP1 mod: -3.6; STEP inh: 1.5; Neddylation inh: inactive; NadD block: 4.2; SUMO1-SIM PPI: -16.0; Tb MetRS inh: 0.0; DNMT1 inh: -1.5

How did Cc1cc(F)ccc1S(=O)(=O)N1CCCCC1CCNC(=O)C(=O)NCCN1CCOCC1 (stereo unspecified) do in these assays?
SKN-1 block: -17.6; Scp-1 inhibitor: -5.8; LMPTP block: -2.2; CendR NRP1 mod: 11.5; STEP inh: 0.6; Neddylation inh: inactive; NadD block: -6.5; SUMO1-SIM PPI: 3.7; Tb MetRS inh: -0.6; DNMT1 inh: -2.5

Results for CC(C)[C@H](NC(=O)c1ccccc1F)C(=O)OCC(=O)Nc1sccc1C(N)=O ?
SKN-1 block: 8.3; Scp-1 inhibitor: -0.7; LMPTP block: 0.8; CendR NRP1 mod: -9.3; STEP inh: -2.7; Neddylation inh: inactive; NadD block: 4.1; SUMO1-SIM PPI: 11.2; Tb MetRS inh: -0.4; DNMT1 inh: 0.5

How did CCCN(CCC)CCNC(=O)CCC(=O)Nc1ccc2nc(N3CCN(C)CC3)cc(C)c2c1 do in these assays?
SKN-1 block: -4.1; Scp-1 inhibitor: -16.3; LMPTP block: -2.7; CendR NRP1 mod: 9.7; STEP inh: -0.9; NadD block: -8.3; SUMO1-SIM PPI: -1.6; Tb MetRS inh: 0.2; DNMT1 inh: -1.3

What do the screens show for `CCCCn1c(=O)c(C(C)=O)c(O)c2ccccc21`?
SKN-1 block: 0.2; Scp-1 inhibitor: -7.1; LMPTP block: 0.0; CendR NRP1 mod: 8.4; STEP inh: 1.0; Neddylation inh: inactive; NadD block: 0.6; SUMO1-SIM PPI: 3.6; Tb MetRS inh: 0.2; DNMT1 inh: 0.6

Results for CCOc1ccc(OCCCC(=O)NCCOc2ccccc2OC)cc1 ?
SKN-1 block: -13.8; Scp-1 inhibitor: -6.1; LMPTP block: 2.8; CendR NRP1 mod: 3.2; STEP inh: 0.7; Neddylation inh: inactive; NadD block: -7.2; SUMO1-SIM PPI: -1.3; Tb MetRS inh: -0.5; DNMT1 inh: -0.1

Results for Cc1ccc(NC(=O)CN2CCCC2)cc1 ?
SKN-1 block: 1.6; Scp-1 inhibitor: -2.2; LMPTP block: -2.0; CendR NRP1 mod: -73.2; STEP inh: -5.3; Neddylation inh: inactive; NadD block: -2.4; SUMO1-SIM PPI: 0.1; Tb MetRS inh: 0.0; DNMT1 inh: 0.7

Results for Cc1c(Cl)cccc1NC(=S)N1CCN(C(=O)c2ccco2)CC1 ?
SKN-1 block: 12.8; Scp-1 inhibitor: 1.0; LMPTP block: 1.5; CendR NRP1 mod: -10.4; STEP inh: 3.1; Neddylation inh: inactive; NadD block: -1.3; SUMO1-SIM PPI: 3.7; Tb MetRS inh: -0.1; DNMT1 inh: 0.7

What do the screens show for `O=C(COC(=O)/C=C/c1ccccc1)NNC(=O)c1ccccc1F`?
SKN-1 block: 6.8; Scp-1 inhibitor: -6.1; LMPTP block: -1.6; CendR NRP1 mod: -6.2; STEP inh: -1.7; Neddylation inh: inactive; NadD block: 1.3; SUMO1-SIM PPI: -7.9; Tb MetRS inh: -0.2; DNMT1 inh: 9.3

Results for CCCCn1c(N)c(N(CCOC)C(=O)CCNC(=O)c2ccc(Cl)cc2)c(=O)[nH]c1=O ?
SKN-1 block: 15.5; Scp-1 inhibitor: 7.5; LMPTP block: 0.3; CendR NRP1 mod: -5.9; STEP inh: 0.5; Neddylation inh: inactive; NadD block: 1.9; SUMO1-SIM PPI: 4.0; Tb MetRS inh: -0.3; DNMT1 inh: 1.2

Results for Cc1ccc(/C=C(\NC(=O)c2ccc(C)cc2)c2nc(=S)[nH][nH]2)cc1 ?
SKN-1 block: -0.4; Scp-1 inhibitor: -1.4; LMPTP block: -0.1; CendR NRP1 mod: -1.2; STEP inh: -4.4; Neddylation inh: inactive; NadD block: 7.3; SUMO1-SIM PPI: -21.9; Tb MetRS inh: -1.2; DNMT1 inh: -2.7

Results for CCCn1c(SCC(=O)N2CCN(S(=O)(=O)c3ccc(Cl)cc3)CC2)n[nH]c1=O ?
SKN-1 block: -36.1; Scp-1 inhibitor: 2.6; LMPTP block: -1.6; CendR NRP1 mod: -5.3; STEP inh: 3.8; Neddylation inh: inactive; NadD block: 0.4; SUMO1-SIM PPI: -0.8; Tb MetRS inh: 0.2; DNMT1 inh: 1.3

What do the screens show for `Cc1cc(NC(=O)COc2ccc(C(C)(C)C)cc2)no1`?
SKN-1 block: -9.4; Scp-1 inhibitor: 3.7; LMPTP block: 0.0; CendR NRP1 mod: 2.9; STEP inh: 2.6; Neddylation inh: inactive; NadD block: -6.7; SUMO1-SIM PPI: 4.4; Tb MetRS inh: -0.6; DNMT1 inh: -1.8

How did COc1cccc(N=CC=C2OC(C)(C)C(C)(C)O2)c1 do in these assays?
SKN-1 block: 8.8; Scp-1 inhibitor: 0.4; LMPTP block: -1.0; CendR NRP1 mod: 3.5; STEP inh: -0.6; Neddylation inh: inactive; NadD block: -3.7; SUMO1-SIM PPI: -0.2; Tb MetRS inh: -0.7; DNMT1 inh: 5.9

How did O=c1cc(N2CCCCC2)c(-c2ccccc2)nn1Cc1ccc(Cl)cc1Cl do in these assays?
SKN-1 block: 29.9; Scp-1 inhibitor: -9.3; LMPTP block: 2.9; CendR NRP1 mod: 1.7; STEP inh: 5.5; Neddylation inh: inactive; NadD block: -0.4; SUMO1-SIM PPI: -2.2; Tb MetRS inh: -1.3; DNMT1 inh: 3.1

How did O=C1CCCc2nc(N3CCN(C(c4ccccc4)c4ccccc4)CC3)ncc21 do in these assays?
SKN-1 block: 11.2; Scp-1 inhibitor: 0.3; LMPTP block: 3.1; CendR NRP1 mod: -6.1; STEP inh: 3.4; Neddylation inh: inactive; NadD block: 5.2; SUMO1-SIM PPI: 5.8; Tb MetRS inh: 0.2; DNMT1 inh: -8.4

What do the screens show for `CN(CC(=O)Nc1ccc(S(=O)(=O)N2CCCC2)cc1)CC(=O)Nc1ccc(F)c(F)c1F`?
SKN-1 block: 4.5; Scp-1 inhibitor: -1.0; LMPTP block: 0.0; CendR NRP1 mod: 7.2; STEP inh: -3.3; Neddylation inh: inactive; NadD block: -3.4; SUMO1-SIM PPI: -1.0; Tb MetRS inh: -0.9; DNMT1 inh: -3.2

What do the screens show for `O=C(COc1ncnc2ccccc12)NC1CCS(=O)(=O)C1` (stereo unspecified)?
SKN-1 block: -27.1; Scp-1 inhibitor: 20.6; LMPTP block: -0.2; CendR NRP1 mod: 0.7; STEP inh: -2.6; Neddylation inh: inactive; NadD block: -4.0; SUMO1-SIM PPI: 1.4; Tb MetRS inh: -1.2; DNMT1 inh: 1.7

What do the screens show for `CC(Oc1ccccc1)C(=O)Nc1ccc(S(=O)(=O)Nc2nccs2)cc1` (stereo unspecified)?
SKN-1 block: 3.8; Scp-1 inhibitor: -5.9; LMPTP block: -0.3; CendR NRP1 mod: -1.3; STEP inh: -1.5; Neddylation inh: inactive; NadD block: -7.9; SUMO1-SIM PPI: 4.0; Tb MetRS inh: -0.6; DNMT1 inh: 0.6

Results for CCN(Cc1ccc(O)cc1)CC1CCCN(CCc2cccc(F)c2)C1 (stereo unspecified) ?
SKN-1 block: 12.2; Scp-1 inhibitor: -2.0; LMPTP block: 1.4; CendR NRP1 mod: 0.5; STEP inh: -1.5; Neddylation inh: inactive; NadD block: -6.8; SUMO1-SIM PPI: -0.6; Tb MetRS inh: 0.3; DNMT1 inh: -1.4
